Screening results as filed in PubChem BioAssay.
PKA-R2B act = PKA-R2B complex activation; 0.079% of 340,000 active; PKA-R2B holoenzyme dissociation, Cy5-IP20 fluorescence polarization; R2B truncated from residue 108, S112A mutant; 0% DMSO only, 100% 113 µM cGMP; P22694+P31323; activation, % at 11.4 µM;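 active = activation above a cutoff set at the mean over all compounds plus 3 SD, cut at about 18% in these data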;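 note: higher means more holoenzyme dissociation and a rise in polarization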
Target sequence (P31323 whole entry, looked up, other chains not shown, the tested form may be a part): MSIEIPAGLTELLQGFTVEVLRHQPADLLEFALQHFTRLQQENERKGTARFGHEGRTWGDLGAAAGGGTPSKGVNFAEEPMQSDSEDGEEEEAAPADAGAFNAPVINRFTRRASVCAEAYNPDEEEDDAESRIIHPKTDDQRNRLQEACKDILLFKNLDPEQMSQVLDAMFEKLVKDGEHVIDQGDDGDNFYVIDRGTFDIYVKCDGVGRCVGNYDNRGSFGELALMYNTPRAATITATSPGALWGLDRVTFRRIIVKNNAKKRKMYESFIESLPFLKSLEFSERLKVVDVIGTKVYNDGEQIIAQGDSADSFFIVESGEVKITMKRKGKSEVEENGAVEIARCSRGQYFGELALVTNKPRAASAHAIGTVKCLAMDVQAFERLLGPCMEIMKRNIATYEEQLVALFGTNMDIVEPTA
SR-BI uptake up = enhances SR-BI lipid uptake from DiI-HDL; CHO ldlA[mSR-BI] cells, DiI-HDL uptake fluorescence, 3 h; 100 = double the neutral-control signal; activation, % at 12.5 µM; 0.096% of 320,000 active;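 active = mean replicate activation of at least 60% and every replicate at or above 60%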;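 note: 0% = median plate neutral-control signal and 100% = twice that signal; values of inactives mirror those of a sister screen read the other way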
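Test system: SR-BI-overexpressing, LDLR-lacking CHO cells; Medium: Ham's F12 with 0.5% BSA, HEPES 25 mM, pH 7.4; Schedule: 3 h, 37 °C; Technique: bottom-read fluorescence, 550/595 nm.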
MITF TRPM1 HTS = MITF TRPM1 promoter activation in melanoma cells. 0.75% of 300,000 active. SK-MEL-5 TRPM1-promoter luciferase, 24 h; % of positive control, neutral wells = 0. activation, % at 12.5 µM;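 active = mean activation of at least 80% with every replicate also reaching 80%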;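 note: 0% = neutral control wells and 100% = parthenolide positive control wells; values of inactives mirror those of a sister screen read the other way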
Mot1-301 SUMO = inhibitors of SUMOylation pathway: yeast Mot1-301 growth rescue | S. cerevisiae Mot1-301 growth rescue, ATP luminescence, 38.5C; percent above DMSO median, 100 means doubled | AID 2716 | 1% of 320,000 active | growth rescue, % at 18.8 µM;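 active = every valid replicate shows activation above 250% relative to neutral control wells; inactive = the rest, any valid replicate at or below 250%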;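 note: OY570 slx delta 5 strain wells were the positive control but not used for scaling; some compounds called inactive have numbers as strong as hits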
PKA-R1A activ = activates the PKA-R1A holoenzyme complex; P00514+P68181; PKA-R1A dissociation, Cy5-IP20 fluorescence polarization; scaled: DMSO 0%, 113 µM cGMP 100%; activation, % at 11.4 µM; 0.083% of 340,000 active; AID 504707;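 active = percent activation above the mean of all tested compounds plus 3 SD, cut at about 19% in these data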;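 note: higher means more PKAc released from R1A so a rise in polarization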
NSD2 inh = NSD2 (human) methyltransferase inhibition; O96028; NSD2 peptide methylation, AlphaScreen, 120 min; inhibition, % at 12.5 µM; 0.54% of 310,000 active; in the data active = inhibition above about 50%
Arr AP2 block = blocks beta-arrestin peptide binding to AP2 adaptin | inhibition, % at 10 µM | FITC-arrestin peptide / GST-AP2 beads, flow cytometry; AP2 beta2 appendage carries R879A mutation | 0.31% of 340,000 active;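 active = inhibition above a set limit, near 3 SD of compounds lacking own fluorescence, cut at about 54% in these data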;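 note: plate controls were DMSO wells for no effect and 5 µM unlabelled arrestin peptide for full effect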
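System: GST-AP2 R879A bound to glutathione beads, E. coli-expressed. Also added: 50 nM FITC-arrestin peptide. Schedule: compound with beads 12 min RT, then probe 1 h RT. Signal: bead flow cytometry, FITC channel. Read-out basis: percent response.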
CDK5 p35 inh = blocks human CDK5/p35 kinase activity. Q00535+Q15078. Recombinant CDK5/p35, ADP-Glo luminescence, 60 min. inhibition, % at 10 µM. 0.01% of 330,000 active. AID 488839;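 active = highest replicate inhibition of at least 50% and at least 75% of replicates reaching 50%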;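 note: plate controls were DMSO neutral control for no effect and GW8510 at 10 µM for full effect; many of its hits are not listed in these tables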
dFosB act = mouse delta FosB homodimer activation. P13346. purified delta FosB, TAMRA-CDK5 oligo fluorescence polarization; percent of positive-control signal above neutral wells. activation, % at 25 µM. 0.99% of 340,000 active. AID 493131;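 active = mean activation above about 17%, with every replicate also reaching it, limit read from the data, passing the limit was not always enough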;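 note: fluorescence polarization rise as delta FosB binds a TAMRA Cdk5 AP-1 oligo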
Pemphigus Ab inh = inhibitors of pemphigus antibody binding to human desmoglein-3. binding (percent of control), % at 10 µM. P32926. 0.48% of 310,000 active. DSG3-coupled beads, scFv-anti-DSG3-GFP binding, flow cytometry; stronger effect = lower value;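 active = binding more than 3 SD below its plate's average and above zero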;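 note: hits lower antibody fragment binding to DSG3; some compounds called inactive have numbers as strong as hits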
SR-BI DiI inh = inhibitors of mouse SR-BI mediated HDL lipid uptake | Q61009 | inhibition, % at 12.5 µM | 0.96% of 320,000 active | ldlA[mSR-BI] CHO cells, DiI-HDL uptake fluorescence, 3 h;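 active = mean replicate inhibition of at least 70% and a set share of replicates each scoring 70 or more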;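 note: 0% = median of neutral control wells and 100% = median of positive control wells; values of inactives mirror those of a sister screen read the other way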
Target sequence (Q61009 whole entry, looked up): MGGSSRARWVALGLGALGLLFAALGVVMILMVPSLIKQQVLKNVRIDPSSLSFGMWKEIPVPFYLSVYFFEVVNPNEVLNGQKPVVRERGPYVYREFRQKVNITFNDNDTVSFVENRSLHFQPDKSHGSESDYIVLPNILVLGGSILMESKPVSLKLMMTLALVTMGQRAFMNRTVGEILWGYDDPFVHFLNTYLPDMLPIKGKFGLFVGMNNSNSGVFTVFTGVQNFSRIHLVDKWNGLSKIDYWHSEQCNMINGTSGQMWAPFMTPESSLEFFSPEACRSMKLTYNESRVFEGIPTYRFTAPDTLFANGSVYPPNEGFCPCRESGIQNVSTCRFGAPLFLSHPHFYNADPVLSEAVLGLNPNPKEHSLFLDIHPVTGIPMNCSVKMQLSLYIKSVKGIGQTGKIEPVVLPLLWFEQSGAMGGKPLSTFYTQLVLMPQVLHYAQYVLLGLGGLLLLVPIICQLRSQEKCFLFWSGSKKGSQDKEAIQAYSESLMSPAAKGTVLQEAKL
Active calls of the source: *; / = no result given.

SMILES	PKA-R2B act	SR-BI uptake up	MITF TRPM1 HTS	Mot1-301 SUMO	PKA-R1A activ	NSD2 inh	Arr AP2 block	CDK5 p35 inh	dFosB act	Pemphigus Ab inh	SR-BI DiI inh
Cc1cc(NS(=O)(=O)c2cccs2)no1	-1	10	/	1	9	0	-10	0.3	-2	99	-10
COc1ccc(N(C(=O)c2snc(C(N)=O)c2N)C(C(=O)NC2CCCC2)c2cccs2)cc1OC (stereo not drawn)	-13	/	11	-13	1	2	-12	0.3	37*	/	/
CCOC(=O)Nc1ccc(NC(=O)OCC)cc1	-3	-15	19	-6	-4	-2	-8	-1.4	1	96	15
CC1CCCCC12NC(=O)N(CC(=O)Nc1cccc(S(=O)(=O)N3CCCCC3)c1)C2=O (stereo not drawn)	5	-15	6	/	-1	-1	26	-0.1	-9	92	15
O=C(NCCCNc1ccc(C(F)(F)F)cc1[N+](=O)[O-])c1ccc(Cl)cc1	-10	-7	-1	26	-7	-4	4	-1.9	-7	83	7
CCn1c(SCC(=O)N(C)c2ccccc2)nc2c([nH]c3ccccc32)c1=O	0	-14	-35	9	4	-2	-3	-1.6	-8	97	14
Brc1csc(C=Nc2ccc3c(c2)OCCOCCOCCOCCO3)c1	-8	28	2	106	-3	23	10	-0.5	-7	84	-28
Cc1cccc(NC(=S)NC(=O)CCc2ccccc2)c1C	-10	3	8	16	-18	-2	-9	1.5	5	110	-3
N#Cc1nc(-c2ccc(F)cc2)oc1N1CCC(C(N)=O)CC1	-3	3	-2	2	-6	-4	-9	0.7	-6	101	-3
COc1ccc2c(c1)c(CC(=O)OCC(N)=O)c(C)n2C(=O)c1ccc(Cl)cc1	0	-30	14	674*	-1	-3	-3	-0.9	-3	101	30
CSc1ncccc1C(=O)Nc1ccc2nc(C)sc2c1	7	-38	23	/	1	8	31	-0.3	-11	104	38
Cc1ccc(OCC(=O)Nc2cc(C(C)(C)C)on2)cc1C	0	-19	27	-8	0	-2	-2	-0.6	-11	/	19

Structures listed so far printed as active in dFosB act.
SMILES	PKA-R2B act	SR-BI uptake up	MITF TRPM1 HTS	Mot1-301 SUMO	PKA-R1A activ	NSD2 inh	Arr AP2 block	CDK5 p35 inh	dFosB act	Pemphigus Ab inh	SR-BI DiI inh
COc1ccc(N(C(=O)c2snc(C(N)=O)c2N)C(C(=O)NC2CCCC2)c2cccs2)cc1OC (stereo not drawn)	-13	/	11	-13	1	2	-12	0.3	37*	/	/

Next part
SMILES	PKA-R2B act	SR-BI uptake up	MITF TRPM1 HTS	Mot1-301 SUMO	PKA-R1A activ	NSD2 inh	Arr AP2 block	CDK5 p35 inh	dFosB act	Pemphigus Ab inh	SR-BI DiI inh
O=C1NC2NC(=O)N(C(Cc3ccccc3)C(=O)O)C2N1 (stereo not drawn)	4	49	/	-8	3	-1	-8	-0.4	-5	100	-49
CCOC(=O)C(CC)Sc1nc2c(cnn2-c2ccccc2)c(=O)[nH]1 (stereo not drawn)	-2	-21	/	-9	1	/	-6	1.8	-8	92	21
Clc1cccc(CNc2nnnn2-c2ccccc2)c1	2	18	-10	0	-6	3	-12	0.6	5	97	-18
CCOc1cc(S(=O)(=O)NC2CCCCCC2)ccc1F	-1	-11	-5	339	0	0	0	-0.7	-9	/	11
Cc1cccc(NC(=O)c2ccc3c(Cl)c4c(nc3c2)CCCC4)n1	1	-69	21	-3	0	2	18	-1.9	-15	102	69
CC(=O)Nc1ccc(C=NNC(=O)c2ccc(NS(=O)(=O)c3cccs3)cc2)cc1	-12	11	5	-17	-24	1	1	0.4	10	100	-11
CN(Cc1ccc(C#CCCO)cc1)CC1CCCN(CCc2ccc(Cl)cc2)C1 (stereo not drawn)	7	-6	-9	-10	6	23	-1	-0.2	-7	95	6
CC(C)N1C(=O)CCC1C(=O)NCc1ccco1 (stereo not drawn)	6	7	-4	133	-5	1	-6	-0.2	2	103	-7
CN(Cc1cccs1)C(=O)c1ccc(S(=O)(=O)N2CCCCC2)cc1	-11	9	0	1	-17	0	11	1.1	-5	87	-9
CC(=O)c1ccc(S(=O)(=O)N2CCN(C(=O)c3ccccc3Cc3ccccc3)CC2)cc1	-6	-1	0	/	-11	-2	39	1.4	-1	94	1
CCOc1ccccc1-n1c(SCC(=O)N2CCOCC2)nnc1-c1ccccn1	0	24	-5	-10	-5	10	-5	0.1	0	99	-24
COc1cc([N+](=O)[O-])ccc1N1C(=O)CC(Sc2nccc(C)n2)C1=O (stereo not drawn)	-4	40	/	2	-2	0	26	0.8	1	103	-40

Results in NSD2 inh and MITF TRPM1 HTS, for some of the entries so far:
SMILES,NSD2 inh,MITF TRPM1 HTS
O=C(NCCCNc1ccc(C(F)(F)F)cc1[N+](=O)[O-])c1ccc(Cl)cc1,-4,-1
N#Cc1nc(-c2ccc(F)cc2)oc1N1CCC(C(N)=O)CC1,-4,-2
COc1cc([N+](=O)[O-])ccc1N1C(=O)CC(Sc2nccc(C)n2)C1=O (stereo not drawn),0,/
CC(=O)Nc1ccc(C=NNC(=O)c2ccc(NS(=O)(=O)c3cccs3)cc2)cc1,1,5

Remaining list, next part.
SMILES	PKA-R2B act	SR-BI uptake up	MITF TRPM1 HTS	Mot1-301 SUMO	PKA-R1A activ	NSD2 inh	Arr AP2 block	CDK5 p35 inh	dFosB act	Pemphigus Ab inh	SR-BI DiI inh
COc1ccccc1C(=O)Nc1nnc(-c2ccc(F)cc2)s1	-16	-11	/	6	-9	-3	-3	-6.1	0	121	11
Cc1n[nH]c(C)c1S(=O)(=O)Nc1ccc2c(c1)OCCO2	-1	/	3	11	-7	3	7	0.4	-1	98	/
CCC(Oc1ccccc1)C(=O)Nc1ccccc1C(=O)N1CCOCC1 (stereo not drawn)	-11	1	-14	-1	7	-3	29	-0.6	-10	/	-1
Cc1ccnc(NC(=O)CCCOc2cc(=O)n(C)c3ccccc23)c1	-3	-16	-6	0	0	/	13	-0.1	-11	99	16
CCOCCCNC(=O)CC1Oc2ccc(C)cc2NC1=O (stereo not drawn)	-5	19	/	-6	-4	/	5	1.3	0	107	-19
COc1ccc(CC(=O)N(CCC2=CCCCC2)c2c(N)n(Cc3ccccc3)c(=O)[nH]c2=O)cc1OC	5	-6	4	-2	-3	0	7	-1.9	-4	111	6
S=C(Nc1cccc(Cl)c1)N1CCN(c2ccccn2)CC1	8	-16	0	-3	-2	0	4	0.6	-1	94	16
CC1CCN(S(=O)(=O)c2ccc(C(=O)Nc3ccccn3)cc2)CC1	-5	5	52	7	-2	-2	-9	-1.5	-2	104	-5
Cc1ccc(-n2nc(C)c3c(C)c(CCC(=O)NCCCOC(C)C)c(C)nc32)cc1	-12	-28	-11	111	-8	-1	7	-0.8	-11	91	28
Cc1cccc(OCC(=O)O/N=C(\N)c2ccc(Cl)cc2)c1	1	6	10	-3	-2	/	0	1.1	-3	101	-6
COc1ccc(OCC(=O)NC(=S)NNC(=O)COc2ccc(Br)cc2Cl)cc1	-6	-9	8	-14	-1	/	3	2.1	-6	96	9
C=CCN(C(=O)CNS(=O)(=O)c1ccccc1)C(C(=O)NCCOC)c1cccnc1 (stereo not drawn)	-7	/	-5	2	4	-6	3	0.6	-6	127	/

A different layout for part of the listing above:
PKA-R2B act,SR-BI uptake up,MITF TRPM1 HTS,Mot1-301 SUMO,PKA-R1A activ,NSD2 inh,Arr AP2 block,CDK5 p35 inh,dFosB act,Pemphigus Ab inh,SR-BI DiI inh,SMILES
-10,-7,-1,26,-7,-4,4,-1.9,-7,83,7,O=C(NCCCNc1ccc(C(F)(F)F)cc1[N+](=O)[O-])c1ccc(Cl)cc1
6,7,-4,133,-5,1,-6,-0.2,2,103,-7,CC(C)N1C(=O)CCC1C(=O)NCc1ccco1 (stereo not drawn)
5,-15,6,/,-1,-1,26,-0.1,-9,92,15,CC1CCCCC12NC(=O)N(CC(=O)Nc1cccc(S(=O)(=O)N3CCCCC3)c1)C2=O (stereo not drawn)
7,-38,23,/,1,8,31,-0.3,-11,104,38,CSc1ncccc1C(=O)Nc1ccc2nc(C)sc2c1
-5,19,/,-6,-4,/,5,1.3,0,107,-19,CCOCCCNC(=O)CC1Oc2ccc(C)cc2NC1=O (stereo not drawn)
1,6,10,-3,-2,/,0,1.1,-3,101,-6,Cc1cccc(OCC(=O)O/N=C(\N)c2ccc(Cl)cc2)c1

Next structures.
SMILES	PKA-R2B act	SR-BI uptake up	MITF TRPM1 HTS	Mot1-301 SUMO	PKA-R1A activ	NSD2 inh	Arr AP2 block	CDK5 p35 inh	dFosB act	Pemphigus Ab inh	SR-BI DiI inh
CN(CCCC1CCCC1)C(=O)CCc1nnc(-c2ccccc2)o1	-1	11	79	3	5	-4	3	-0.4	0	98	-11
CSc1nnc(C)c(=O)[nH]1	4	9	9	-5	-10	/	7	1.1	-2	/	-9
COc1ccc(S(=O)(=O)NC2CCSc3ccccc32)cc1NC(C)=O (stereo not drawn)	-5	1	-6	11	0	-1	6	-1.2	2	95	-1
COc1ccc(CC(=O)NCc2n[nH]c(=S)n2-c2cccc(C)c2)cc1	-4	-1	-5	-10	3	-1	-12	-0.5	-2	100	1
Cc1ccc(SCC(=O)NCc2cccnc2)cc1	7	18	-3	5	-14	-2	-8	-0.5	-8	101	-18
Cc1ccc(NC(=O)COC(=O)CC2SC(N3CCCC3)=NC2=O)cc1 (stereo not drawn)	-16	3	4	21	-11	0	-1	1.2	-1	107	-3
COCCSc1ccccc1C(=O)Nc1ccc(Br)cc1	-8	-5	12	-8	-5	4	-15	-1.4	0	97	5
COc1ccc(NC(=O)C2CCN(c3ncnc4c3nc3n4CCCCC3)CC2)c(OC)c1	-2	25	-13	7	0	-2	-12	-7.1	-10	97	-25
O=C(c1ccc2c(c1)OCO2)C1CCCN(C(=O)NCc2ccccc2)C1 (stereo not drawn)	-6	29	62	-10	-7	2	-6	-0.5	-8	98	-29
COc1cccc(-n2nnc3c(=O)n(Cc4ccc(Br)cc4)cnc32)c1	-9	7	32	-13	3	/	0	0.9	-30	99	-7
Cc1ccc(NC2CCCN(C(=O)c3cn4cccc(C)c4n3)C2)cc1C (stereo not drawn)	5	27	-3	-8	-7	0	30	-0.1	-1	/	-27
CCCSc1nnc(NC(=O)c2nc(SC)ncc2Cl)s1	-3	17	9	9	4	3	3	2.5	6	/	-17
COc1ccc(/C=C2\SC(=Nc3ccccc3OC)NC2=O)cc1	-9	-7	/	13	-6	8	5	1.2	-12	123	7
